# CBFb-SMMHC binding: inhibitors of RUNX1 Runt–CBFb-SMMHC binding, biochemical, TR-FRET (AID 1438); Runt-related transcription factor 1 (Homo sapiens) + Core-binding factor subunit beta …; TR-FRET Runt domain–CBFb-SMMHC binding, biochemical; higher % means a stronger effect; inhibition, % at 20 µM, or IC50 in µM where a hit was titrated; hit rate 2% among 2,200; in the data active means inhibition from about 52%, or a potency from the dose series; inactive means the rest, 99 in 100 with inhibition below about 48%
# * = called active by the depositor. These rows are one share of the data, so the mix of outcomes need not match the whole.
SMILES,CBFb-SMMHC binding
Oc1cc2c(cc1O)C1c3ccc(O)c(O)c3OCC1(O)C2 (stereo unspecified),-10%

# Screening results as filed in PubChem.
